High-throughput results from PubChem.
NCI-60 one-dose screen, 48 h, at 10 µM unless noted. Numbers give growth in % (100 = growth as untreated, 0 = no growth, -100 = all killed).
LOX IMVI: LOX IMVI melanoma. hit rate 7.4% among 79,000. AID 1794757
HS 578T: HS 578T breast cancer | AID 1794788 | hit rate 4.1% among 78,000
K-562: K-562 leukemia. hit rate 7.4% among 78,000
MDA-MB-468: MDA-MB-468 breast cancer | hit rate 8.5% among 78,000
T-47D: T-47D breast cancer; hit rate 5% among 79,000
BT-549: BT-549 breast cancer | hit rate 4.4% among 78,000 | AID 1794793
MCF7: MCF7 breast cancer; AID 1794796; hit rate 6.3% among 82,000
MDA-MB-231: MDA-MB-231 breast cancer. hit rate 5% among 81,000
Active calls of the source: *; . = no result given; & = joins results of further samples. The calls were made as follows: active = growth percent below 10; inactive = the rest.

SMILES	LOX IMVI	HS 578T	K-562	MDA-MB-468	T-47D	BT-549	MCF7	MDA-MB-231
NC(=O)c1cc(-c2csc(-c3cc(Cl)cc(Cl)c3Cl)n2)ccc1O	104	115	74	.	98	107	89	104
Cc1ccc2nc(-c3ccc(OCC(=O)NN4C(=O)c5ccccc5C4=O)cc3)[nH]c2c1	93	98	104	109	89	120	85	94
COc1ccc2[nH]c(-c3ccc(Cl)cc3)cc(=O)c2c1	100	100	97	99	116	93	91	96
Oc1ccccc1CN1CCOCC1	98	78	98	108	88	111	99	105
CCCN(c1ccc(OC)cc1)c1nc(-c2ccc([N+](=O)[O-])cc2)cs1	75	94	87	99	75	129	.	94
COc1cc(/C=C/c2cc(/C=C/c3ccc(O)c(OC)c3)n(-c3ccc(F)c(Cl)c3)c(=O)n2)ccc1O	78	85	75	90	83	81	67	66
O=C(NCc1cc(C(F)(F)F)ccc1Cl)C1CCC(=O)N1c1cccs1 (stereo not drawn)	98	95	.	101	80	92	93	98
C=C(CNCCO)[C@@H]1CC[C@]2(CO)CC[C@]3(C)[C@H](CC[C@@H]4[C@@]5(C)CCC(N)C(C)(C)[C@@H]5CC[C@]43C)[C@@H]12 (stereo partly drawn)	-68*	51	-43*	-41*	-48*	65	-30*	2.6*
O=C(c1ccc([N+](=O)[O-])cc1)N(CCO)CCO	105	105	91	111	98	97	102	110
CCCCN1C(=O)/C(=c2\sc3n(c2=O)NC2C(N=3)N(CC)C(=O)N2CC)c2cc(Cl)ccc21 (stereo not drawn)	112	107	93	103	93	105	88	88
Cc1cc(=O)c2cccc(C)c2[nH]1	97	.	101	108	89	108	100	91
Cc1ccn(C(N)=O)n1	93&106	101&101	111	95&96	96&99	107&98	96&100	98&99
COc1cc([N+](=O)[O-])c(N)cc1Br	101	.	89	104	95	102	107	99
COc1ccccc1NCCCCOc1cc(O)c2c(=O)cc(-c3ccccc3)oc2c1	98	103	94	104	74	99	90	86
CCN(CC)CCNc1ccc(Cl)cc1	99	103	97	104	121	100	96	102
C[C@@H]1O[C@@H](O[C@@H]2C[C@H](c3ccc4c(c3O)C(=O)C3=C(C4=O)[C@@]4(O)C(=O)C[C@](C)(O)C[C@@]4(O)C=C3)O[C@H](C)[C@H]2O)C[C@H](O)[C@@H]1O	91	94	91	106	94	100	92	102
CCOC(=O)C(C)(C)CCc1ccncc1	97	101	.	.	108	125	101	86
C/C(=N\NC(N)=S)c1nnn(-c2ccc(S(N)(=O)=O)cc2)c1C	97	109	102	107	101	95	102	104
COc1cc2cc(Oc3ccc(NC(=O)c4cccc(C(F)(F)F)c4)cc3)c(C)nc2cc1OC	46	41	24	9.3*	92	16	31	33
OCCN1CCCC1	96	101	83	106	89	.	102	94
CC1NC(C(=O)O)Cc2c1[nH]c1ccccc21 (stereo not drawn)	.	101	104	107	102	111	100	112
O=c1[nH]c2ccccc2cc1-c1nnc(-c2ccccc2O)o1	95	100	74	103	94	96	89	106
CC(C)Cc1ccc(C(C)c2nnc(SCC(=O)N3N=C(c4ccc5ccccc5c4)CC3c3ccc(Cl)cc3)n2-c2ccccc2)cc1 (stereo not drawn)	86	95	63	83	47	99	55	88
COc1cccc(Cn2cc(C(=O)Nc3cccnc3Nc3ccc(O)cc3)nn2)c1	92	103	81	99	96	100	91	98
COc1cc(-c2nc(-c3nc4ncccc4[nH]3)cc3c2[nH]c2ccccc23)cc(OC)c1OC	100	91	88	92	77	99	82	90
COc1ccc(C2C=C(c3ccc(N)cc3)N=C3SC=CN32)cc1OC (stereo not drawn)	105	127	97	101	102	108	99	123
N#CCn1c(C(F)(F)F)nc2nc(Cl)c(Cl)nc21	95	113	95	113	99	109	91	110
COc1ccc(S(=O)(=O)NC2C(O)C3(C)c4ccccc4C2(C)c2ccccc23)c(OC)c1 (stereo not drawn)	98	108	78	93	84	105	93	107
Cc1ccccc1-n1c(C)nc2cc(N3C(=O)CSC3c3ccccc3Cl)ccc2c1=O (stereo not drawn)	100	113	.	102	96	118	95	76
C=CC(Cl)CC1CCC2OC12 (stereo not drawn)	103	109	102	100	104	110	96	105

Three structures already listed, sorted by count of non-hydrogen atoms, rising.
SMILES	LOX IMVI	HS 578T	K-562	MDA-MB-468	T-47D	BT-549	MCF7	MDA-MB-231
CC1NC(C(=O)O)Cc2c1[nH]c1ccccc21 (stereo not drawn)	.	101	104	107	102	111	100	112
N#CCn1c(C(F)(F)F)nc2nc(Cl)c(Cl)nc21	95	113	95	113	99	109	91	110
O=c1[nH]c2ccccc2cc1-c1nnc(-c2ccccc2O)o1	95	100	74	103	94	96	89	106

Continuation:
SMILES	LOX IMVI	HS 578T	K-562	MDA-MB-468	T-47D	BT-549	MCF7	MDA-MB-231
C=CCn1c(SCC(=O)Nc2ccc(C(=O)/C=C/c3ccccc3)cc2)nnc1-c1c[nH]c2ccccc12	-100*	70	15	-7.8*	21	46	-68*	69
C/C(=N\O)[C@@H]1CC[C@]2(CO)CC[C@]3(C)[C@H](CC[C@@H]4[C@@]5(C)CCCNC(C)(C)[C@@H]5CC[C@]43C)[C@@H]12	78	84	2.6*	75	73	91	51	91
Cc1ccc(Cl)cc1NS(=O)(=O)c1ccccc1	105&98	132&120	88&119	111&100	99	109&100	94&105	101&94
CC1(C)CC(=O)C2=C(C1)N(c1ccc(OC(F)(F)F)cc1)C(N)=C(C#N)C2c1ccc(Cl)c([N+](=O)[O-])c1 (stereo not drawn)	99	88	71	74	81	93	72	95
CSc1nc(Cl)c2cc(-c3ccc(F)cc3)[nH]c2n1	90	98	100	104	80	101	76	85
C[Si](C)(C)CCS(=O)(=O)O[C@@H]1C(=O)N(c2cc3c4ccccc4ccc3c3ccccc23)[C@H]1c1ccc(F)cn1	94	104	102	103	97	109	83	92
CC(C)(C)c1cc(O)c(C(C)(C)C)cc1O	98	99	97	66	95	81	84	89
CCOC(=O)Nc1csnn1	100	107	107	97	100	112	101	93
Fc1ccc(F)c(-c2cnc3nonc3n2)c1	102	112	85	105	89	103	97	90
COc1cc2oc(-c3cccc(C(=O)NCc4ccccc4)c3)cc(=O)c2c(O)c1OC	87	25	86	78	76	95	83	64
N#Cc1c(/N=C\NNC(=O)c2ccc(Cl)cc2)oc(-c2ccccc2)c1-c1ccccc1	90	88	83	.	84	92	79	83
Fc1ccccc1CNc1nc(SCCN2CCOCC2)nc2c1cnn2CC(Cl)c1ccc(Br)cc1 (stereo not drawn)	1.9*	17	3.1*	22	14	.	21	13
O=c1oc2ccc(-c3ccc(F)cc3F)cc2c(=O)n1-c1ccc(F)cc1	1.5*	-0.9*	6.0*	-30*	-20*	-26*	-4.7*	-5.4*
CCC(C)=NCCO	98	122	103	105	.	106	111	109
CCCCNC(=O)c1c(C)[nH]c(/C=C/C(=O)c2ccc(C(F)(F)F)c(F)c2)c1C	83	87	96	93	87	98	91	91
O=C1NC(C(=O)NCc2ccc(Cl)cc2Cl)CO1 (stereo not drawn)	97	97	.	101	94	107	106	110
CC(C)COC(=O)N1c2ccccc2C=CC1OCC(C)C (stereo not drawn)	92	109	86	118	105	110	101	111
Clc1ccc(Nc2nnc(-c3ccc4c(c3)OCO4)o2)cc1	90	109	62	106	83	116	93	108
CC(C)C[C@@H](/C=C/S(=O)(=O)c1ccccc1)NC(=O)[C@H](Cc1ccccc1)NC(=O)c1cnccn1	95	107	97	91	104	120	97	111
NNC(=O)Cc1csc2ccccc12	96	94	88	110	86	95	90	94
CN(C)c1ccc(-c2cc(-c3c[nH]c4ccccc34)nc(N)c2C#N)cc1	11	36	18	40	40	28	28	36
Cc1ccccc1-n1c(C)nc2cc(NC(=O)c3ccc(Cl)cc3)ccc2c1=O	69	82	56	.	29	.	58	58
CN1[C@@H]2CC[C@H]1/C(=C\c1ccccc1)C(=O)/C2=C/c1ccccc1	20	34	.	16	56	35	20	48
Cc1nc(N)nc(C)c1-c1ccc(C#N)cc1	89	80	100	90	96	101	107	95
COc1ccc(C(=S)N2CCN(c3ccccc3C)CC2)cc1	110	106	72	84	85	86	173	104
CC1=C[C@@H](/C=C(\C)CCCc2ccoc2)[C@]2(OC(=O)C(C)=C2O)[C@@H]2[C@@H](C)CC[C@@H]12	.	108	107	100	105	114	91	103
CCCCNCCC(O)c1cc2ccc(C(F)(F)F)cc2c2cc(C(F)(F)F)ccc12 (stereo not drawn)	-71*	-55*	-72*	-91*	-76*	4.8*	-79*	-73*
CS(=O)(=O)Nc1ccc(CNC(=O)c2ccccc2Nc2ccnc(C(F)(F)F)c2)cc1	88	101	94	88	97	101	95	99
COc1cc(-c2nn(C(C)(C)C)cc2-c2ccnc(NCCCNS(=O)(=O)c3cccc4ccccc34)n2)ccc1Cl	66	83	36	56	34	92	34	79
CN(C)CCCOc1ccc(NC2=C(Cl)C(=O)C(Nc3ccc(OCCCN(C)C)cc3)=C(Cl)C2=O)cc1	-80*	-0.3*	-12*	-57*	-39*	.	-49*	-80*
c1ccc(-c2ccc(-c3ncc(-c4ccccc4)o3)cc2)cc1	110	117	103	90	81	108	72	96
COc1ccc(-c2c3c(nc4ncnc(N)c24)C(C)CCC3)cc1 (stereo not drawn)	87	182	77	89	58	119	99	108
CC(=O)Nc1on[n+](-c2ccccc2)c1-c1ccccc1	99	119	95	111	101	105	89	103
CCNCCNc1cc(C2CCCC2)c(C#N)c2nc3ccccc3n12	-79*	-7.0*	-28*	-25*	14	9.6*	30	-45*
COC(=O)C(=O)/C=C(\O)c1cc2cc(Cl)ccc2o1	103	102	92	.	95	98	109	132
Brc1cccc[n+]1CCCC[n+]1ccccc1Br	93	107	97	112	93	90	101	109
NCc1ccnc(-c2cc3cc(Cl)c(F)c(F)c3[nH]2)c1	94	97	84	91	75	82	98	99
O=S(=O)(c1ccccc1)N1C=C/C(=C\Cn2cc(-c3ccc(F)cc3)nn2)CC1	84	93	74	59	68	86	92	99
COc1cc(Cn2cc3c(c2)-c2onc(CO)c2CC3)cc(OC)c1OC	95	80	78	82	93	99	87	103
O=C(C[n+]1cccc(Br)c1)c1ccccc1	95	96	98	100	92	90	95	93
CCOC(=O)C1=C(O)c2ccccc2C1=O	86	97	97	89	101	101	90	85
COc1cc(Cn2cc3c(c2)-c2onc(CO)c2CC3)cc(OC)c1	95	91	90	86	103	99	89	111
COc1ccccc1NC(=S)N/C=C(\C#N)c1nc2ccccc2s1	96	79	96	67	75	107	49	93
COc1cc(/C=C/C(=O)NCCn2c(C(F)(F)F)cc3ccccc32)cc(OC)c1OC	76&88	85&90	64&71	65&78	58&65	77&84	87&91	95&81
CC(=O)N[C@@H](CC(=O)O)C(=O)N[C@@H](CCC(=O)O)C(=O)O	100	108	100	108	100	104	.	103
Nc1ccc(C(=O)Oc2ccc([N+](=O)[O-])cc2)c(O)c1	100	104	78	89	85	99	94	107
COc1ccc(-c2oc(=O)ccc2C#Cc2cc(OC)c(OC)c(OC)c2)cc1O	49	61	24	.	64	80	46	55
O=C(CCc1nnc2sc(Nc3ccc(Cl)cc3)nn12)c1nc2ccccc2[nH]1	76	.	.	97	75	83	77	83
O=C(C1=Cc2cc3ccccc3n2Cc2cnnn21)c1ccc(O)cc1	51	49	11	62	45	55	34	75
O=C(O)c1cc(N2C(=O)C=CC2=O)cc(N2C(=O)C=CC2=O)c1	102	99	105	95	112	103	100	99

Already shown: twelve of the compounds above.
SMILES	LOX IMVI	HS 578T	K-562	MDA-MB-468	T-47D	BT-549	MCF7	MDA-MB-231
Brc1cccc[n+]1CCCC[n+]1ccccc1Br	93	107	97	112	93	90	101	109
NCc1ccnc(-c2cc3cc(Cl)c(F)c(F)c3[nH]2)c1	94	97	84	91	75	82	98	99
O=S(=O)(c1ccccc1)N1C=C/C(=C\Cn2cc(-c3ccc(F)cc3)nn2)CC1	84	93	74	59	68	86	92	99
COc1cc(Cn2cc3c(c2)-c2onc(CO)c2CC3)cc(OC)c1OC	95	80	78	82	93	99	87	103
O=C(C[n+]1cccc(Br)c1)c1ccccc1	95	96	98	100	92	90	95	93
CCOC(=O)C1=C(O)c2ccccc2C1=O	86	97	97	89	101	101	90	85
COc1cc(Cn2cc3c(c2)-c2onc(CO)c2CC3)cc(OC)c1	95	91	90	86	103	99	89	111
COc1ccccc1NC(=S)N/C=C(\C#N)c1nc2ccccc2s1	96	79	96	67	75	107	49	93
COc1cc(/C=C/C(=O)NCCn2c(C(F)(F)F)cc3ccccc32)cc(OC)c1OC	76&88	85&90	64&71	65&78	58&65	77&84	87&91	95&81
CC(=O)N[C@@H](CC(=O)O)C(=O)N[C@@H](CCC(=O)O)C(=O)O	100	108	100	108	100	104	.	103
Nc1ccc(C(=O)Oc2ccc([N+](=O)[O-])cc2)c(O)c1	100	104	78	89	85	99	94	107
COc1ccc(-c2oc(=O)ccc2C#Cc2cc(OC)c(OC)c(OC)c2)cc1O	49	61	24	.	64	80	46	55

(more compounds)
SMILES	LOX IMVI	HS 578T	K-562	MDA-MB-468	T-47D	BT-549	MCF7	MDA-MB-231
COc1cc(-n2nc(C(=O)NCCCCCC(=O)NO)nc2-c2ccccc2)cc(OC)c1OC	96	96	106	96	100	114	99	109
Clc1ccc(Oc2ccc(Nc3ncnc4onc(-c5ccccc5)c34)cc2)c(Cl)c1	98	100	78	95	84	90	81	100
CCCCCN1C=C/C(=C\C(=O)N(C)c2ccc(Cl)cc2)c2ccccc21	98	101	88	90	92	90	94	115
Cc1cc(C)c([O-])c(CN(C)CCN(C)Cc2cc(C)cc(C)c2[O-])c1.O=C([O-])c1cccc(C(=O)[O-])n1.[Ti+4]	-58*	0.5*	-1.8*	-9.0*	28	-0.7*	17	45
O=C(Nc1ccccc1-c1nc2ccccc2c(=O)[nH]1)c1ccccc1	101	83	88	91	86	98	81	102
Nc1nccc(=S)[nH]1	100	103	98	109	100	114	93	112
COc1cc(/C=C2\C(=O)ON=C2C)cc(OC)c1OC	96	92	95	107	98	112	97	98
CN1C(=O)N(C)C2Nn3c(s/c(=C4\C(=O)N(CCc5ccccc5)c5ccccc54)c3=O)=NC21 (stereo not drawn)	55	70	35	39	68	72	43	81
CCCCCC(=O)OCCC1CCCCC1	99	90	107	99	.	99	107	114
Cn1c(O)c(N=NC(=O)Cc2c[nH]c3ccccc23)c2ccccc21	91	120	103	117	98	.	91	82
COc1c(C(=O)/C=C/c2ccc(Cl)cc2)c(O)cc2occc12	59	98	65	33	57	87	34	56
